Compound activity: PubChem, Fisher Drug Discovery Resource Center
NPYLR7 ag: mosquito NPYLR7 agonism | 0.15% of 270,000 active | activation, % at 10 µM | AID 1259423 | HEK293T NPYLR7/Galpha15, GCaMP6s calcium fluorescence; in the data active = activation above about 40%;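 also: 0% = vehicle and 100% = reference agonist at the receptor; some compounds past the cut are filed as inactive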
hcGAS inh: inhibitors of human cGAS. recombinant h-cGAS, ATP depletion, Kinase-Glo luminescence. inhibition, % at 12.5 µM. 0.081% of 290,000 active;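 also: 0% = vehicle reaction and 100% = reaction without DNA for no activity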
Target sequence (Q8N884 whole entry, looked up): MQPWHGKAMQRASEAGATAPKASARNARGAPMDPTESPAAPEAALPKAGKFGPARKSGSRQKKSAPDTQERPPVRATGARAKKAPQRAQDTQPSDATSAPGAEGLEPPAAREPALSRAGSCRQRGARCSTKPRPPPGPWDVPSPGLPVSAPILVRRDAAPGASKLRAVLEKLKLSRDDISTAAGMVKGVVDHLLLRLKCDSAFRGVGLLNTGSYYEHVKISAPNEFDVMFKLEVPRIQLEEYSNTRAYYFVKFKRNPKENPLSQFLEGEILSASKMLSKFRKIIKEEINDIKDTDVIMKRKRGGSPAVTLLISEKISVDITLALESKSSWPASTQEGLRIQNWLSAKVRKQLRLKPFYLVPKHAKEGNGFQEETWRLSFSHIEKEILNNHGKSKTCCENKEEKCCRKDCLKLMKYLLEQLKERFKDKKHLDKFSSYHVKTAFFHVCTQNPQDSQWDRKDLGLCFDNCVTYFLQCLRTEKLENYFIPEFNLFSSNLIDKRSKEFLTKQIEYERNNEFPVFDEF
mcGAS lum: inhibitors of mouse cGAS | Q8C6L5 | recombinant cGAS, Kinase-Glo ATP depletion luminescence | inhibition, % at 12.5 µM | 0.15% of 160,000 active | AID 1259399;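 also: 0% = negative control wells and 100% = reference inhibitor with no enzyme activity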
* = called active by the depositor; & = joins results of further samples. Rule as the data show it, unless noted: active = inhibition above about 40%; inactive = the rest.

For CC(C)c1cccc(-c2ccc3c(c2)COC2(CCN(C(=O)Cc4ccc(F)cc4F)CC2)O3)c1 the results were NPYLR7 ag -9.0, hcGAS inh -2.1 and mcGAS lum -3.4.
Screening CCCCCCCCN=C(NC(=O)c1cccs1)OCCOC returned NPYLR7 ag 7.3, hcGAS inh -3.6 and mcGAS lum -5.5.
For COc1ccc(-c2cc(C(F)(F)F)n3ncc(C(=O)Nc4cccc(O)c4)c3n2)cc1 the results were NPYLR7 ag 7.9, hcGAS inh -6.3 and mcGAS lum -5.3.
For CN1CCOC(C(=O)N(CCC(F)(F)F)C2CCCCC2)C1 (stereo not drawn) the results were NPYLR7 ag 1.2 and hcGAS inh -6.2.
For Cc1nc(C)c(CN2CCCC(C(=O)Nc3cccc(-n4cnnn4)c3)C2)nc1C (stereo not drawn) the results were NPYLR7 ag 2.9 and hcGAS inh -3.7.
CCn1c(C)cc(O)c(C(c2ccc(Cl)cc2)N2CCN(c3ccc(F)cc3)CC2)c1=O (stereo not drawn) was read as NPYLR7 ag 1.9 and hcGAS inh -0.1.
`COc1ccc(CCCNC(=O)c2ccc(N3CC[C@H](O)C3)nc2)cc1` gave NPYLR7 ag 5.4 and hcGAS inh -5.2.
`Cc1cc(C)c(C#N)c(SCC(=O)N2CCN(C(=O)c3ccco3)CC2)n1` gave NPYLR7 ag 14.2 and hcGAS inh -14.3.
For CCCC(C(=O)OCC)N(CCCOC)CC(=O)N(CCc1ccccc1)Cc1ccc(C)o1 (stereo not drawn) the results were hcGAS inh -13.4 and mcGAS lum -8.2.
O=C1NC(=Nc2ccccc2)S/C1=C/c1ccccc1O was read as NPYLR7 ag -2.1, hcGAS inh -6.5 and mcGAS lum -3.8.
`Oc1c(N=Nc2cccc(Br)c2)sc2ccccc12` gave NPYLR7 ag 4.1, hcGAS inh -14.3 and mcGAS lum -7.3.
`COCc1cc(N2CCN(c3ccc(OC)cc3)CC2)nc(SCc2cccc(C(=O)NC3CC3)c2)n1` gave NPYLR7 ag -1.1, hcGAS inh -3.8 and mcGAS lum -3.7.
`CC(C)CC(C)NC(=O)c1cccnc1NC(C)C` (stereo not drawn) gave NPYLR7 ag -1.2, hcGAS inh -2.8 and mcGAS lum -2.6.
Screening O=C(CN1CN(c2ccccc2)C2(CCN(C(=O)c3ccc([N+](=O)[O-])cc3)CC2)C1=O)NCc1ccco1 returned NPYLR7 ag -7.6, hcGAS inh -0.3 and mcGAS lum -0.3.
O=C(O)[C@H]1C[C@H](C(=O)NCc2ccccn2)CN(Cc2ccc(F)cc2F)C1 was read as NPYLR7 ag 27.1 and hcGAS inh -7.8.
CN1CCN(C(C)(C)CNC(=S)Nc2ccc(Cl)cc2Cl)CC1 was read as NPYLR7 ag 0.9 and hcGAS inh -4.0.
COc1ccc(-c2nc(C(N)=O)c3[nH]c(=O)n(-c4ccc5c(c4)OCO5)c3n2)cc1 was read as NPYLR7 ag -1.4, hcGAS inh -7.0 and mcGAS lum -5.9.
`Cc1cc(=O)n(C)c2nc(-c3cccs3)cc(C(F)(F)F)c12` gave NPYLR7 ag 6.2 and hcGAS inh -5.1.
`CCc1nc(C)c(C(=O)N2CCOC(Cc3ccc(F)cc3)C2)o1` (stereo not drawn) gave NPYLR7 ag -6.5 and hcGAS inh 1.4.
`Cc1cc(C)c(NC(=O)CN2CC(C(=O)N3CCCCC3)Oc3ccccc32)c(C)c1` (stereo not drawn) gave NPYLR7 ag 5.3 and hcGAS inh -6.3.
`NC1CCN(S(=O)(=O)c2ccc(I)cc2)CC1` gave NPYLR7 ag 11.8, hcGAS inh -9.5 and mcGAS lum -16.1.
Screening COc1ccc2c(c1)CCc1c(-c3ccc(C(=O)NCc4ccc(F)cc4F)cc3)n[nH]c1-2 returned NPYLR7 ag 25.5, hcGAS inh -5.3 and mcGAS lum -7.0.
`O=C(C1CCN(c2nccc(CCC(F)(F)F)n2)CC1)N1CCOCC1` gave NPYLR7 ag -4.9 and hcGAS inh -7.0.
For COc1ccc2nc(NC(=O)/C=C/c3cccc4ccccc34)sc2c1 the results were NPYLR7 ag -8.3, hcGAS inh 1.1 and mcGAS lum 0.6.
Screening O=C(O)C1CCCN(C(=O)c2ccc(COc3ccc(F)cc3)o2)C1 (stereo not drawn) returned NPYLR7 ag 0.9, hcGAS inh -12.1 and mcGAS lum -5.6.
For O=C(CCc1ncc(-c2ccc(F)cc2F)o1)N1CCN(S(=O)(=O)c2ccc(F)cc2)CC1 the results were NPYLR7 ag -8.1 and hcGAS inh -7.8.
For O=c1c2cnn(C3CCS(=O)(=O)C3)c2ncn1Cc1ccccc1 (stereo not drawn) the results were NPYLR7 ag 9.1 and hcGAS inh -11.6.
COC(=O)C(Cc1ccccc1)NC(=O)c1ccc2nc(-c3ccccc3)c(-c3ccccc3)nc2c1 (stereo not drawn) was read as NPYLR7 ag -6.4, hcGAS inh -5.2 and mcGAS lum -6.1.
O=c1cc(Cn2ccnc2)c2cc(O)ccc2o1 was read as NPYLR7 ag 5.5, hcGAS inh 2.0 and mcGAS lum -6.4.
COCCN(CC(=O)N(CCc1ccccc1)Cc1ccc(C)o1)Cc1ccc(C#N)cc1 was read as NPYLR7 ag 15.7, hcGAS inh -9.7 and mcGAS lum -6.7.
For Cc1nonc1CN(C)S(=O)(=O)NCc1ccccc1 the results were NPYLR7 ag 3.7 and hcGAS inh -4.1.
For Cc1cccn2c(CN3CC=CC3CO)c(C(=O)N(C)CCc3ccccc3)nc12 (stereo not drawn) the results were NPYLR7 ag 14.2 and hcGAS inh -2.7.
Screening O=S1(=O)c2cccc3cccc(c23)N1Cc1cccc(Br)c1 returned NPYLR7 ag 2.9 and hcGAS inh -8.6.
Screening O=C(N[C@@H]1CCCCC1NC(=O)C1CCN(C(=O)c2cc(Cl)cc(Cl)c2)CC1)c1ccccc1 (stereo partly drawn) returned NPYLR7 ag 8.9, hcGAS inh -4.0 and mcGAS lum -4.4.
For Cc1cc(C(C)NC(=O)c2cccnc2NC2CCCC2)c(C)o1 (stereo not drawn) the results were NPYLR7 ag 5.7 and hcGAS inh -16.7.
`O=C1OCC(c2ccccc2)=C1c1ccccc1` gave NPYLR7 ag -3.1 and hcGAS inh 3.0.
Cc1ccc(Cc2nc(N3CCCN(C(=O)c4cccc([N+](=O)[O-])c4)CC3)c3c(-c4cccnc4)noc3n2)cc1 was read as NPYLR7 ag -2.5, hcGAS inh 0.6 and mcGAS lum -2.3.
For Cc1cccc(OC(F)F)c1NC(=O)C1(C)CCN1C(=O)C1(c2ccccc2)CCCC1 (stereo not drawn) the results were NPYLR7 ag 14.0, hcGAS inh -5.3 and mcGAS lum -3.5.
`O=[N+]([O-])c1cc2c(cc1C=NNc1nc3ccccc3s1)OCO2` gave NPYLR7 ag 6.6, hcGAS inh -12.2 and mcGAS lum -2.5.
CC(=O)NC1(C(=O)N(C)CCc2ccccn2)CCC(C)CC1 (stereo not drawn) was read as NPYLR7 ag 8.2 and hcGAS inh -6.5.
`NC(=O)c1c(NC(=O)CN2CCN(C(=O)c3ccco3)CC2)sc2c1CCC2` gave NPYLR7 ag 1.6, hcGAS inh -0.8 and mcGAS lum -5.0.
For CC1(C)Cc2c(c(N3CCCC3)nc3sc4c(NCCN5CCOCC5)ncnc4c23)CO1 the results were NPYLR7 ag -3.9 and hcGAS inh 3.3.
For Cc1nc(-c2cccc(F)c2)nc(N2CCN(C(=O)C(C)Cl)CC2)c1Cc1ccccc1 (stereo not drawn) the results were NPYLR7 ag 16.5, hcGAS inh -5.1 and mcGAS lum -7.6.
For CCc1ccc(C2c3[nH]c4ccccc4c3CCN2C(=O)CSC)cc1 (stereo not drawn) the results were NPYLR7 ag 8.3, hcGAS inh -1.2 and mcGAS lum -14.5.
For O=C(Cn1ncc2c1-c1ccoc1CC2)N1CCCCCC1 the results were NPYLR7 ag 2.0, hcGAS inh -0.6 and mcGAS lum -0.1.

Molecules listed so far that have a CF3 group:
For COc1ccc(-c2cc(C(F)(F)F)n3ncc(C(=O)Nc4cccc(O)c4)c3n2)cc1 the results were NPYLR7 ag 7.9, hcGAS inh -6.3 and mcGAS lum -5.3.
For CN1CCOC(C(=O)N(CCC(F)(F)F)C2CCCCC2)C1 (stereo not drawn) the results were NPYLR7 ag 1.2 and hcGAS inh -6.2.
`Cc1cc(=O)n(C)c2nc(-c3cccs3)cc(C(F)(F)F)c12` gave NPYLR7 ag 6.2 and hcGAS inh -5.1.
`O=C(C1CCN(c2nccc(CCC(F)(F)F)n2)CC1)N1CCOCC1` gave NPYLR7 ag -4.9 and hcGAS inh -7.0.

Later entries
Screening CCC(CC)n1nc(C)cc1NC(=O)CN1CCOC1=O returned NPYLR7 ag 0.5, hcGAS inh 0.5 and mcGAS lum -9.1.
For CCCCCn1c(=NC(=O)c2ccco2)c(C#N)cc2c(=O)n3ccccc3nc21 the results were NPYLR7 ag 8.9 and hcGAS inh -6.7.
Cn1c(=O)c2c(nc(N3CCN(Cc4ccccc4)CC3)n2CCSc2ncccn2)n(C)c1=O was read as NPYLR7 ag -17.1, hcGAS inh 3.3 and mcGAS lum -0.6.
O=C(NCCc1cccc(Cl)c1)c1ccc(-c2ccc(F)c(F)c2)s1 was read as NPYLR7 ag 3.6, hcGAS inh -7.5 and mcGAS lum -9.8.
For COc1cccc(Cc2nsc(N(CCC(=O)NCc3ccccc3)C(C)C)n2)c1 the results were NPYLR7 ag 1.2, hcGAS inh -6.7 and mcGAS lum -5.1.
Screening Cc1cc(C)c(NC(=O)NC2CCCS(=O)(=O)C2)c(C)c1 (stereo not drawn) returned NPYLR7 ag 17.8 and hcGAS inh -8.7.
`CCS(=O)(=O)Oc1ccc(CN(CC(C)C)C(=O)c2cc(Cl)cc(Cl)c2)cc1` gave NPYLR7 ag -10.2, hcGAS inh -12.8 and mcGAS lum -4.6.
For CCOC(=O)C1CCN(C(=O)c2cc(-c3cccc(OC)c3)n3nc(C(C)(C)C)cc3n2)CC1 the results were NPYLR7 ag 17.9, hcGAS inh -1.4 and mcGAS lum -4.7.
`COc1ccc(-n2nc(-c3ccccc3)cc2C(=O)O)cc1` gave NPYLR7 ag 4.9 and hcGAS inh -2.2.
`Cc1ccc(NS(=O)(=O)c2ccsc2C(=O)N2CCCC2)cc1` gave NPYLR7 ag -0.6&2.8 and hcGAS inh 0.3&-0.8.
For CCOc1cc(C(=O)Nc2nncs2)cc(OCC)c1OCC the results were NPYLR7 ag -7.3 and hcGAS inh -3.0.
Screening Cc1cc(-c2c(-c3ccccc3)ncn2CCc2ccc(O)cc2)n[nH]1 returned NPYLR7 ag -2.9, hcGAS inh -2.0 and mcGAS lum -13.6.
Cc1nc(-c2nccc(-c3cc(C(=O)O)ccn3)n2)cs1 was read as NPYLR7 ag 3.2 and hcGAS inh 5.2.
`Cc1ccccc1SCC(=O)Nc1nc2ccc(S(C)(=O)=O)cc2s1` gave NPYLR7 ag 4.8, hcGAS inh -2.4 and mcGAS lum -5.1.
Screening CC(=O)Nc1ccc(SCc2cccnc2)nn1 returned NPYLR7 ag 3.1 and hcGAS inh -3.9.

Pulled by structure from the entries so far (two):
Cn1c(=O)c2c(nc(N3CCN(Cc4ccccc4)CC3)n2CCSc2ncccn2)n(C)c1=O was read as NPYLR7 ag -17.1, hcGAS inh 3.3 and mcGAS lum -0.6.
Cc1nc(-c2nccc(-c3cc(C(=O)O)ccn3)n2)cs1 was read as NPYLR7 ag 3.2 and hcGAS inh 5.2.

(listing goes on)
Screening CCOC(=O)C1CSC(C(C)c2ccccc2)N1C(=O)c1ccc(F)cc1 (stereo not drawn) returned hcGAS inh 1.2 and mcGAS lum -1.0.
Screening CC1(C(=O)Nc2cnc3ccccc3c2)CCN1C(=O)c1ccccc1CCc1ccccc1 (stereo not drawn) returned NPYLR7 ag -1.7, hcGAS inh -5.2 and mcGAS lum -4.0.
Screening Fc1cccc(C2=NC3(CCCC3)NC2=S)c1 returned NPYLR7 ag 17.7 and hcGAS inh -7.3.
`O=C(C1CCN(S(=O)(=O)c2cccs2)CC1)N(Cc1ccccn1)c1nc2ccccc2s1` gave NPYLR7 ag 3.4, hcGAS inh -6.5 and mcGAS lum -9.5.
COc1cccc(CC2(CO)CCNCC2)c1 was read as NPYLR7 ag 1.8 and hcGAS inh -1.2.
CCCCC(=O)N1CCN(c2nc(C)cc(Nc3ccc(C)cc3)n2)CC1 was read as NPYLR7 ag 6.5 and hcGAS inh 1.8.
O=C(CCc1cc2c(n1-c1ccc3c(c1)OCO3)-c1ccccc1CC2)NCCCN1CCCC1=O was read as NPYLR7 ag 0.1, hcGAS inh -0.7 and mcGAS lum -5.5.
For O=C(CCn1cnc(-c2ccccc2)c1-c1ccccc1)NN=Cc1c[nH]c2ccccc12 the results were NPYLR7 ag 0.7, hcGAS inh -6.7 and mcGAS lum -5.9.
`CCCCN1CCCC2(CCNCC2)CC1` gave NPYLR7 ag 5.0, hcGAS inh -5.7 and mcGAS lum -12.7.
For CN(CCc1ccccn1)c1ncccc1CNC(=O)C1COC(=O)N1 (stereo not drawn) the results were NPYLR7 ag 1.5, hcGAS inh -7.2 and mcGAS lum -23.1.
For Cc1cc(C(C)(C)C)ccc1OCC(=O)N=Nc1c(O)n(C)c2c(C)cccc12 the results were NPYLR7 ag -7.2, hcGAS inh 0.7 and mcGAS lum 0.7.
`Cc1ccccc1NC(=O)N1CCC(n2cc(Cc3ccccc3)nn2)CC1` gave NPYLR7 ag -1.9 and hcGAS inh -3.1.
For CCOc1ccc(NC(=O)N(Cc2cccc(OS(=O)(=O)c3cccc(C(F)(F)F)c3)c2)CC(C)C)cc1 the results were NPYLR7 ag -2.9, hcGAS inh -0.1 and mcGAS lum -3.0.
COc1ccc(CN(CCc2c[nH]c3ccccc23)Cc2nc(C(=O)N3CCOCC3)co2)c(OC)c1 was read as NPYLR7 ag 21.6, hcGAS inh -4.6 and mcGAS lum -2.5.
`Cc1ccc(Cc2nc(N3CCCN(C(=O)Nc4ccc(Cl)cc4Cl)CC3)c3c(-c4cccnc4)noc3n2)cc1` gave NPYLR7 ag 11.3, hcGAS inh -1.4 and mcGAS lum -4.0.
